# From PubChem
# M17LAP inhibition: P. falciparum M17LAP inhibitors, primary screen, biochemical, fluorogenic H-Leu-NHMec substrate, 1536-well (AID 1619); recombinant M17LAP, H-Leu-NHMec fluorogenic kinetic assay; higher % means a stronger effect; inhibition, % at 30 µM; hits with a dose series show IC50 in µM; 220,000 compounds, 0.38% hits;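 active = compound inhibiting the enzyme by more than half at any dose during confirmatory dose-response retesting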;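 also: plate controls were full reaction with DMSO carrier for no effect and no enzyme background for full effect; strong numbers were not always called active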
# Dynein cargo inh: blocks dynein driven cargo transport along microtubules; 220,000 compounds, 0.47% hits; 3617.4 mouse cells, GR-EGFP nuclear translocation imaging; test concentration mostly 20 µM; stimulated with dexamethasone, 1 µM; stronger effect = lower value; z-score, hits read low;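 active = plate z-score of nuclear minus cytoplasmic receptor signal below a set negative limit, without overly bright fluorescence or cell loss, cut at about -3.5 in these data, passing the limit was not always enough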;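 also: z-score of nuclear minus cytoplasmic ring GR-EGFP intensity difference per well; some compounds called inactive have numbers as strong as hits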
#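 Buffer or medium: tet-free, stripped-serum medium; Also added: dexamethasone, 1.0 µM final; Technique: high-content fluorescence imaging after fixation; Times: 48 h induction, 1 h compound, 30 min dex at 37 °C; Read-out: per-cell GR-EGFP intensity, nucleus versus surrounding cytoplasmic ring, well-averaged.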
# Autophagy mod: modulators of autophagy | MEF GFP-LC3 puncta imaging; test concentration mostly 10 µM | calls only at 10 µM (by protocol) | 190,000 compounds, 0.98% hits;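 active = percentage of spot-positive cells more than 3 SD above its plate mean, without a fluorescence outlier flag or 80% toxicity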;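 also: spot-positive cell cutoff set from DMSO-treated cells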
# T cell HTS: T cell immune modulation candidate. calls only at 7 µM. 330,000 compounds, 0.068% hits. 2C CD8+ T cell-vesicle binding, flow cytometry; stronger effect = lower value. AID 2052;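 active = response, share of CD8 T cells binding vesicles, and their 90th percentile fluorescence all below set limits, cut at about 80% in these data, passing the limit was not always enough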
#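 Assay system: 2C TCR transgenic mouse naive CD8+ T cells, MACS-purified | Read-out: CD8+ gate FL2 mean fluorescence as % of same-row positive control | Signal: High-throughput flow cytometry with anti-B7-1 and anti-CD8 staining | Timing: Binding step 1.5 h, 37 °C, antibody labelling 20 min, ice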
# bCat nuc transl: beta-catenin nuclear translocation modulation; HeLa beta-catenin nuclear translocation, immunofluorescence imaging; nuclear translocation activity, % at 5 µM; 190,000 compounds, 0.3% hits; AID 1665;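 active = nuclear translocation activity above 50% at 5 µM, with a well cell count of 50 or more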;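 also: per-cell ratio of nuclear to cytoplasmic median beta-catenin stain intensity; plate controls were DMSO negative control for no effect and GSK-3 inhibitor IX positive control for full effect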
#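 Signal – beta-catenin immunofluorescence imaging with DAPI · Test system – human HeLa cell line · Dosing – 5 µM primary single dose, 0.1% DMSO, 0.02–20 µM confirmation series · Measure – % activation, nuclear-to-cytoplasmic median beta-catenin signal ratio per cell · Incubation – 24 h compound exposure at 37°C, 5% CO2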
# MT stabilizer: microtubule stabilizers in HeLa cells. HeLa tubulin immunostaining HCS, 24 h; share of cells brighter than vehicle mean+2SD. % tubulin-high responders, % at 10 µM. 200,000 compounds, 0.83% hits. AID 2205;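 active = plate Z-score above 3 for both tubulin-high and condensed-nucleus cell shares, with cell loss under 80%, at 10 µM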;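 also: anti alpha tubulin signal scored within the nucleus-defined area of each cell; some results filed as inactive read as strong as hits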
# Yfh1-depleted yeast: enhancers of respiration in Yfh1-depleted yeast, dose response, Friedreich's ataxia, plus single-dose screen (AID 1465); one-dose fold induction at 50 µM; EC50 in µM for titrated hits; 220,000 compounds, 0.074% hits; S. cerevisiae Yfh1-off respiration, WST-1 reduction, 72 h; higher fold induction means a stronger effect;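 active = fold induction of absorbance versus untreated yeast above a set limit, then at least 30% activation at any dose in follow-up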;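 also: activators that raise dye reduction in frataxin-depleted yeast; strong numbers were not always called active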
# WT yeast gro inh: growth inhibition of WT yeast, mitochondrial fusion screen; AID 1362; inhibition, % at 10 µM; mitochondrial fusion phenotypic screen, WT strain; 190,000 compounds, 2.1% hits; in the data active = inhibition above about 58%; tested in S. cerevisiae
# P. falciparum M1AAP: malaria alanyl aminopeptidase activity blockers – biochemical, fluorogenic H-Leu-NHMec substrate, 1536-well (AID 1445); inhibition, % at 30 µM, or IC50 in µM where a hit was titrated; recombinant M1AAP, H-Leu-NHMec fluorogenic kinetic assay; higher % means a stronger effect; 220,000 compounds, 0.42% hits;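 active = primary inhibition above the hit cutoff, then over 50% inhibition at one or more dose response concentrations, cut at about 23% in these data, passing the limit was not always enough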;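 also: plate controls were DMSO full reaction for no effect and no enzyme background for full effect; strong numbers were not always called active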
# WT yeast gro inh mutant strain: further read-out of WT yeast gro inh, marked with its call; inhibition, %; mitochondrial fusion phenotypic screen, mutant strain inhibition
# Dynein cargo inh cytoplasmic EGFP: recorded beside Dynein cargo inh, whose call it bears; z-score; measured here: cytoplasmic GR-EGFP intensity; stronger effect = higher value
# Dynein cargo inh nuclear GR-EGFP: recorded beside Dynein cargo inh, whose call it bears; z-score; measured here: nuclear GR-EGFP intensity;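 lower value marks the stronger effect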
# Dynein cargo inh cell count: second read-out of Dynein cargo inh, no call of its own (marks repeat the call); z-score; measured here: cell count per field
# bCat nuc transl cell count 5 µM: second read-out of bCat nuc transl, no call of its own (marks repeat the call); cell count; measured here: cell count, cytotoxicity flag
# T cell HTS vesicle-bound %: also measured in T cell HTS; calls as there; double positive events, %; measured here: CD8+ vesicle-bound cell fraction;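 binding gate set so that unloaded-vesicle control wells show 10% double positive cells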
# MT stabilizer Hoechst-high %: further read-out of MT stabilizer, marked with its call; % Hoechst-high responders; measured here: nuclear condensation Hoechst responders;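 share of cells brighter than vehicle mean plus two SD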
# MT stabilizer cytotoxicity %: recorded beside MT stabilizer, whose call it bears; toxicity, %; measured here: cytotoxicity by cell density;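 0% = mean cell density of plate MIN control wells and 100% = no cells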
# Autophagy mod cell loss 18 h: further read-out of Autophagy mod, marked with its call; toxicity, %; measured here: cell loss, nuclei count;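 cell loss after 18 h compound exposure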
# The depositor's hits bear a star; i = inactive; x = not tested or not shown. Random draw from the library; about 4.4% have a hit in one of these screens.
SMILES,M17LAP inhibition,Dynein cargo inh,Dynein cargo inh cytoplasmic EGFP,Dynein cargo inh nuclear GR-EGFP,Dynein cargo inh cell count,Autophagy mod,Autophagy mod cell loss 18 h,T cell HTS,T cell HTS vesicle-bound %,bCat nuc transl,bCat nuc transl cell count 5 µM,MT stabilizer,MT stabilizer Hoechst-high %,MT stabilizer cytotoxicity %,Yfh1-depleted yeast,WT yeast gro inh,WT yeast gro inh mutant strain,P. falciparum M1AAP
COCCCN1C(=O)C(=O)/C(=C(/O)c2ccccc2)C1c1ccc2c(c1)OCO2 (stereo unspecified),6.9%,-0.107,-0.263,0.115,0.1,i,4.6,i,25.5,-2.0,935,4.0,3.2,7.2,i,11.9,17.2,1.7%
Oc1c(C=NCc2ccccc2)sc2ccccc12,3.2%,-0.782,-0.268,-0.442,0.425,i,0.7,i,38.4,0.3,1458,3.1,1.4,6.4,i,-6.2,1.4,4.8%
Cc1ccn2c(C=O)c(-c3ccc(F)cc3)c(C=O)c2c1,-4.7%,-0.189,-0.23,0.123,-0.252,i,24.4,i,30.4,0.7,1089,2.3,1.6,3.5,i,29.0,30.4,5.2%
Cc1ccc(C(=O)N2CCN(c3ncccn3)CC2)cc1S(=O)(=O)N1CCCCC1,0.0%,-0.168,0.326,0.468,-0.451,i,-2.6,i,11.1,-1.6,925,1.4,3.2,7.3,i,-4.1,-15.3,3.1%
CCOc1ccc(NC(=O)CC2C(=O)N(C)C(=S)N2Cc2ccc3c(c2)OCO3)cc1 (stereo unspecified),3.3%,x,x,x,x,i,-0.9,i,44.1,0.6,1057,1.2,1.2,6.8,i,3.2,-5.7,0.9%
COc1ccc(Nc2nnc(SCc3cn4c(C)cccc4n3)s2)cc1,39.0%,0.499,-0.256,0.164,-0.138,i,1.1,i,48.3,10.3,891,19.2*,41.2*,30.3*,i,8.8,6.8,3.6%
CCOc1cc(C(=O)Nc2c3c(nn2C(C)(C)C)CS(=O)C3)cc(OCC)c1OCC (stereo unspecified),-2.7%,-0.543,-0.067,-0.0291,0.935,i,-2.1,i,22.3,0.7,1091,4.2,2.2,3.3,i,3.7,1.0,-3.1%
Cc1cc(NC(=O)CCC(=O)N(CC(=O)NC2CCCC2)c2ccccc2)no1,2.3%,-0.873,-0.266,-0.623,0.054,i,-3.3,i,34.3,-3.9,585,3.5,1.5,4.5,i,-2.1,-2.8,13.1%
CC1(C)CN=C(N(Cc2ccccc2)C(=O)Nc2ccccc2)S1,27.1%,-0.181,-0.299,0.422,0.537,i,13.1,i,48.4,3.4,496,3.5,1.6,7.7,i,1.0,-8.8,0.3%
COc1cc(/C=N/Nc2nc3ccccc3s2)cc([N+](=O)[O-])c1O,0.3%,-0.291,-0.304,-0.157,0.479,x,x,i,28.4,0.6,1056,x,x,x,i,x,x,32.1%
COc1ccc2[nH]cc(C(O)CN3CCN(c4ccccc4F)CC3)c2c1 (stereo unspecified),0.5%,0.0214,-0.185,0.0435,-0.266,x,x,i,30.1,4.8,958,x,x,x,i,x,x,0.3%
N#CCC(=O)N/N=C/c1ccc(OCc2ccccc2)cc1,-4.0%,0.445,0.812,0.609,-1.09,i,-1.0,i,66.3,0.5,1069,2.6,3.2,13.2,i,-11.2,6.8,2.7%
CC(C)c1ccc(C(=O)N/N=C/c2cccc(Cl)c2Cl)cc1,0.5%,-0.0564,-0.0376,0.431,0.977,i,-21.1,i,50.4,1.1,1285,3.5,1.2,9.0,i,-9.9,-3.1,7.8%
O=C(COC(=O)c1ccccn1)NC12CC3CC(CC(C3)C1)C2,23.4%,-0.908,-0.263,-0.551,1.07,i,-2.0,i,37.5,-1.3,1052,2.5,1.9,6.7,i,16.1,12.6,-4.9%
COc1ccc(Nc2nc(N)nc(CSc3nccn3C)n2)cc1,0.7%,-0.972,-0.297,-0.285,-0.0131,i,-11.1,i,64.2,1.7,976,2.6,2.2,12.0,i,-2.7,-7.3,3.6%
Clc1cccc(CSc2nnc(-c3sccc3-n3cccc3)o2)c1,8.5%,0.824,-0.336,0.516,0.208,i,20.5,i,63.7,x,x,3.8,2.4,6.7,i,42.8,-4.4,17.9%
O=C(Nc1ccc(S(=O)(=O)NCCc2ccccc2)cc1)c1ccco1,7.0%,1.49,-0.196,0.166,-0.643,i,7.0,i,13.8,x,x,2.8,1.1,9.4,i,10.7,-75.3,2.8%
NC(=O)c1ccc(NC(=S)NCc2ccco2)cc1,-2.0%,-0.259,-0.306,-0.0808,0.364,i,-8.6,i,3.6,-0.3,1084,3.3,2.3,10.2,i,-1.9,4.4,11.6%
O=C(CCC(=O)N1CCCC1)Nc1ccc([N+](=O)[O-])cc1,-4.7%,0.168,0.407,0.477,0.396,i,21.2,i,41.4,0.9,979,4.8,2.9,10.1,i,-24.8,7.2,-1.4%
CC(C)CC(=O)NC1(C(F)(F)F)NC(=O)N(c2ccccc2)C1=O (stereo unspecified),2.9%,-0.376,-0.248,-0.0211,0.923,i,-21.2,i,23.0,0.3,1519,1.3,1.2,3.4,i,3.5,9.4,0.4%
CN(C)c1nc2ccc(OCCN3CCCCC3)cc2s1,0.0%,0.826,-0.0897,1.26,-0.828,i,4.1,i,41.9,0.5,1176,4.0,1.8,7.1,i,1.1,12.2,6.6%
CCOC(=O)c1c(-n2cnnn2)sc(C)c1C,-10.8%,0.267,-0.227,0.505,0.412,i,-9.5,i,32.0,-1.7,1002,4.6,1.4,2.4,i,11.8,10.4,-0.1%
COc1ccc2cc(C3OCCO3)c(Cl)nc2c1,-4.3%,-0.496,-0.16,-0.00503,0.0684,i,-13.7,i,36.1,2.2,935,2.5,1.3,1.4,i,5.5,8.8,2.0%
O=C(Cn1cc(C(F)(F)F)cc(Cl)c1=O)Nc1cc(S(=O)(=O)N2CCOCC2)ccc1Cl,-8.9%,-0.405,-0.295,-0.471,0.484,i,12.8,i,41.8,0.3,1211,4.9,2.5,6.2,i,-19.1,-3.5,7.2%

# Just M17LAP inhibition, bCat nuc transl cell count 5 µM and MT stabilizer Hoechst-high %, for 2 of the compounds above:
mol	M17LAP inhibition	bCat nuc transl cell count 5 µM	MT stabilizer Hoechst-high %
O=C(CCC(=O)N1CCCC1)Nc1ccc([N+](=O)[O-])cc1	-4.7%	979	2.9
CC(C)c1ccc(C(=O)N/N=C/c2cccc(Cl)c2Cl)cc1	0.5%	1285	1.2

# The results go on:
SMILES,M17LAP inhibition,Dynein cargo inh,Dynein cargo inh cytoplasmic EGFP,Dynein cargo inh nuclear GR-EGFP,Dynein cargo inh cell count,Autophagy mod,Autophagy mod cell loss 18 h,T cell HTS,T cell HTS vesicle-bound %,bCat nuc transl,bCat nuc transl cell count 5 µM,MT stabilizer,MT stabilizer Hoechst-high %,MT stabilizer cytotoxicity %,Yfh1-depleted yeast,WT yeast gro inh,WT yeast gro inh mutant strain,P. falciparum M1AAP
O=C(Nc1nnc(-c2ccccc2Cl)o1)c1nc2ccccc2s1,0.9%,-0.425,-0.259,-0.241,0.542,i,9.8,i,38.6,2.3,1093,4.7,4.3,3.8,i,13.7,7.8,-4.8%
Cc1ccc(NC(=O)COC(=O)c2ccc([N+](=O)[O-])o2)cc1S(=O)(=O)N1CCCCC1,1.8%,-0.725,-0.263,-0.436,-0.375,i,-3.4,i,38.3,1.2,1114,2.9,1.0,7.1,i,5.8,20.0,8.0%
CC1(OC(=O)C2CCCC2)C(=O)C=C2C=C(c3ccsc3)N(c3ccccc3)C=C2C1=O (stereo unspecified),-5.8%,-0.572,0.276,-0.325,0.425,x,x,i,30.8,0.6,1138,x,x,x,i,x,x,7.2%
COC(=O)C1=C(C(=O)OC)[C@@H]2N(Cc3ccccc3)c3ccccc3[C@@]23C[C@@H](C(=O)OC)N(C(=O)CC(C)C)C3=N1,5.0%,1.1,-0.728,0.518,-0.0825,x,x,i,28.5,-0.3,1201,x,x,x,i,x,x,7.9%
NC(=O)[C@@H]1CC2(CC(c3cccc(NC(=O)COc4ccc(Cl)cc4)c3)=NO2)CN1C(=O)c1ccccc1 (stereo partly specified),-12.6%,-0.0603,-0.735,-0.0151,-0.0658,x,x,i,32.4,0.0,1164,x,x,x,i,x,x,0.5%
Cc1c(/C(Cc2ccccc2)=N/O)c2ccccc2n1C,9.7%,0.0774,-0.22,-0.158,0.121,i,1.6,i,58.8,4.9,468,2.4,1.7,3.4,i,-11.9,-6.8,2.9%
